Tau fluor counter = counter-screen for tau fibril formation inhibitors; tau K18 P301L Alexa594 fluorescence, heparin fibrillization; Potency, µM (highest dose often 57.7 µM), for inactives: at the highest dose activity change, negative = decrease; 0.93% of 280,000 active; note: nearly all actives have a fitted effect of over 55% in size
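Human K18 P301L tau (15 uM unlabeled plus 0.24 uM Alexa 594-labeled, final) in 100 mM sodium acetate pH 7 was mixed with compound and 20 uM heparin and incubated 6 hr at 37 C.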
TR SRC2 fluor cs = Texas Red fluorescence interference in TRb-SRC2 counter-screen; TRb/SRC2 Texas Red total fluorescence interference; 0.29% of 280,000 active; Potency, µM (highest dose often 106 µM), for the others: top-dose fluorescence change, negative = quenching; active = well fitted curve in either direction with a large enough effect; inconclusive = small, poorly fitted or top-dose-only effect
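Flags fluorescent or light-absorbing compounds by total fluorescence, S + 2P, at 555 nm excitation and 632 nm emission. Mixture: 20 nM Texas Red SRC2 peptide, 0.6 uM human TRb LBD, 1 uM T3, 5% DMSO; compound exposure 5 h at ambient temperature.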
TRb SRC2 PPI = disrupts binding of human TR beta to SRC2; TRbeta-SRC2 peptide binding, fluorescence polarization; receptor liganded with 1 µM T3; Potency, µM (titrated, usually from 106 µM), for the others: at the top dose activity change, negative = inhibition, actives largely listed as inhibitors; 0.065% of 280,000 active;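 note: plate controls were bound peptide for no effect and peptide without receptor for full effect; nearly all actives have a fitted effect of over 50% in size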
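Human TRb ligand-binding domain (0.6 uM) is mixed with 20 nM Texas Red SRC2 peptide and 1 uM T3; after compound addition and 5 hr at ambient temperature, polarization is measured and normalized to unbound and bound controls.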
ALDH1A1 inh = ALDH1A1 (human) enzyme inhibition | P00352 | Purified ALDH1A1, NADH fluorescence, propionaldehyde substrate | Potency, µM (highest dose often 75.3 µM), without a hit: top-dose activity, negative = inhibition, hits mostly inhibitors | 7.3% of 220,000 active | AID 1030; active = well fitted inhibition curve with a large enough effect, not every such curve was filed as active; inconclusive = small, poorly fitted or top-dose-only effect, or another doubt; inactive = no such curve, though single readings can be large or run the other way;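 note: plate controls were no enzyme wells and a reference inhibitor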
Tau fibril FP = inhibitors of human tau fibril formation; Potency, µM (doses to about 57.7 µM), without a hit: top-dose activity, negative = inhibition, most hits filed as inhibitors; K18 P301L tau heparin fibrillization, Alexa594 FP, 6 h; 0.39% of 280,000 active; note: nearly all actives have a fitted effect of over 55% in size
Target sequence (P10636 561-689 P618L limits assumed): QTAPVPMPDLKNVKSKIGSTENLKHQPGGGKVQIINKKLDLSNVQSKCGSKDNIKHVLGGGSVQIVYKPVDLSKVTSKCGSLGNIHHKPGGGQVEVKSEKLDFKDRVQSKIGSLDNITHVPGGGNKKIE
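Quantitative HTS format: compounds meet 15 uM recombinant K18 P301L tau and Alexa 594-tau tracer in 100 mM sodium acetate pH 7; 20 uM heparin triggers fibrillization at 37 C over 6 hr; FP gives the signal.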
Tau ThT inhib = tau fibrillization inhibition (ThT binding) | P10636 | recombinant tau K18 P301L (four-repeat tau fragment), heparin-induced fibrillization, ThT fluorescence | Potency, µM (titrated, usually from 57.4 µM), for the others: top-dose activity, negative = inhibition, hits mostly inhibitors | 2.1% of 270,000 active; note: nearly all actives have a fitted effect of over 55% in size
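Heparin-induced fibrillization of the P301L-mutant K18 repeat-domain fragment of human tau was followed by ThT binding in quantitative high-throughput format.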
L3MBTL1 inh = L3MBTL1 (human) inhibition | Q9Y468 | AlphaScreen L3MBTL1–H3K9me1 peptide binding | Potency, µM (top dose mostly 57.1 µM), without a hit: top-dose activity, negative = inhibition, usual class: inhibitors | 0.66% of 230,000 active | AID 485360; note: nearly all actives have a fitted effect of over 60% in size
Target sequence (Q9Y468 whole entry, looked up): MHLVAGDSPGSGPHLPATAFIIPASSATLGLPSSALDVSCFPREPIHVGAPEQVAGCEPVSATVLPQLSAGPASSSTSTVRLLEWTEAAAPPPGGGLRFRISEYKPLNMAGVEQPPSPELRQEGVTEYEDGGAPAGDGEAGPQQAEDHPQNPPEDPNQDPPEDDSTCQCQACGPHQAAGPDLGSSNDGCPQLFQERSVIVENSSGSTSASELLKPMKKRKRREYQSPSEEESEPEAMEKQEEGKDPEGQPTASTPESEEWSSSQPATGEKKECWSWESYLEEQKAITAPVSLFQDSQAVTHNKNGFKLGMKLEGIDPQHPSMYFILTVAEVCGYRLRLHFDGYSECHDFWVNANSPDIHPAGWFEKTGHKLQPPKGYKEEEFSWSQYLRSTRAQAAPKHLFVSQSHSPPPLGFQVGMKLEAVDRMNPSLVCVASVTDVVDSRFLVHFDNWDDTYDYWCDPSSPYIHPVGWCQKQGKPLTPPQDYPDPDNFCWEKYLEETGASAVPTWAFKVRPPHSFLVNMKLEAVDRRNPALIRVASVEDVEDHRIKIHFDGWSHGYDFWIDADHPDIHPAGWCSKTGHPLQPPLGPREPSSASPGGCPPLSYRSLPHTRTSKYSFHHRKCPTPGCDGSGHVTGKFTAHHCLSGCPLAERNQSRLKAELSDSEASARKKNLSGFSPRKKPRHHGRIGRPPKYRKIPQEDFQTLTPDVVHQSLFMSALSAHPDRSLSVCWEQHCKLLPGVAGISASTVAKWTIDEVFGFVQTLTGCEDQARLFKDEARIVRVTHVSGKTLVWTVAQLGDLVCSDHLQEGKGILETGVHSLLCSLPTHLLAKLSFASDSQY
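AlphaScreen proximity signal between nickel-chelate acceptor and streptavidin donor beads (final 10 ug/mL) reports binding of 50 nM L3MBTL1 to 75 nM biotin-H3 K9me1 peptide; complex incubated with compounds 30 min at room temperature; cefsulodin titration as control.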
GLA spleen mod = inhibitors or activators of human alpha-galactosidase in spleen homogenate; 0.008% of 240,000 active; human spleen homogenate, 4MU-alpha-Gal fluorescence, 40 min; Potency, µM (doses to about 80 µM), for the others: at the highest dose activity change, negative = inhibition, most hits filed as inhibitors; P06280;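 note: 0% = enzyme with vehicle and -100% = no enzyme basal signal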
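Human spleen homogenate (1 ug) as enzyme source, 4-methylumbelliferyl-alpha-D-galactopyranoside 1 mM final, citrate/phosphate pH 5.0 with 0.01% Tween-20. Compounds 40 min at 37C, NaOH/glycine stop; fluorescence Ex 365/Em 440, Hill-fit AC50.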
* hit, by the source's call; u = inconclusive; x = no result given; & = joins results of further samples; [ ] = remark or other dose. Unless noted, calls come from the whole dose curve; as a rule, active = well fitted curve in the direction sought with a large enough effect; inconclusive = small, poorly fitted or top-dose-only effect, or another doubt; inactive = no such curve, though single readings can be large; an effect the other way counts as inactive or inconclusive. Unless noted, % is set by controls: 0 for no effect and ±100 for the full control effect; potency is the fitted concentration of half-maximal effect. An unsorted share of the library. About 8.5% of those tested had a hit in this group.

item	SMILES	Tau fluor counter	TR SRC2 fluor cs	TRb SRC2 PPI	ALDH1A1 inh	Tau fibril FP	Tau ThT inhib	L3MBTL1 inh	GLA spleen mod
1	O=C1C2N=NN(CC(=O)N3N=C(c4ccccc4)CC3c3ccc([N+](=O)[O-])cc3)C2C(=O)N1c1ccccc1 (stereo unspecified)	-4%	-1%	5%	3%	0%	-6%	-8%	1%
2	CCOC(=O)c1ccc(COC(=O)CNS(=O)(=O)c2ccccc2)cc1	-4%	1%	-2%	6%	3%	2%	6%	-4%
3	COc1ccc(C(N)CCc2ccc(C)o2)cc1 (stereo unspecified)	-17%	1%	-15%	9%	-6%	u	-1%	0%
4	COC(CNC(=O)c1cccnc1)OC	-7%	-2%	6%	3%	-1%	-9%	7%	2%
5	CC1CN(C(=O)c2ccc(CNS(=O)(=O)c3cccc(C(F)(F)F)c3)cc2)CC(C)O1 (stereo unspecified)	-9%	0%	-11%	u	-1%	-7%	-7%	1%
6	COc1ccc(OC)c(NC(=O)CSc2nc3c(c(=O)n(C)c(=O)n3C)n2C)c1	1%	-5%	-3%	7%	-3%	-5%	2%	0%
7	COc1ccc(N2C(=O)[C@@H]3Cc4ccccc4CN3C2=O)cc1	-7%	-1%	7%	-6%	-2%	-7%	2%	6%
8	Cc1nnsc1C(=O)N1CCCC(C(=O)c2ccc(C(F)(F)F)cc2)C1 (stereo unspecified)	-8%	-1%	0%	10%	-15%	-1%	5%	-5%
9	Cc1ccc(C)c(N2CCN(c3ncnc4c3nc3n4CCCCC3)CC2)c1	-10%	4%	11%	x	12%	-15%	x	x
10	CC(C)OC(=O)/C(C#N)=C/c1cn(C)c2ccccc12	u	-3%	-3%	x	-7%	u	10%	1%
11	COC(=O)c1[nH]cnc1C(=O)c1ccccc1	1%	1%	-3%	8%	8%	-3%	2%	-12%
12	CCN(CC)CCOC(=O)c1ccc(NC(=O)Cn2ncc3c2-c2cc(C)ccc2OC3)cc1	-24%	2%	-8%	x	-8%	5%	x	x
13	Cc1ccc(N=C(NO)c2nonc2N)c(C)c1	-2%	0%	0%	-6%	0%	5%	0%	-8%
14	O=S(=O)(c1cccs1)N1CN(Cc2cccs2)c2nc3ccccc3nc21	u	-8%	3%	-1%	2%	-1%	-13%	1%
15	CCc1ccc(NC(=O)c2sccc2-n2cccc2)cc1	u	-6%	3%	u	-10%	-19%	x	-5%
16	NC(=O)c1c(NC(=O)CSc2nnc(Cc3ccccc3)n2Cc2ccco2)sc2c1CCC2	-4%	-1%	1%	u	0%	u	0%	-10%
17	O=S(=O)(NN1CCOCC1)c1ccc(Cl)s1	-5%	-2%	0%	u	u	u	-1%	4%
18	Cc1cc(=O)c2cc(C(=O)Nc3ccccc3C)ccc2[nH]1	-15%	-1%	10%	x	u	0%	x	x
19	CCN(CC)CCNC(=O)c1cccc(NC(=O)C(=O)c2ccccc2NC(C)=O)c1	1%	-7%	-5%	5%	-1%	-6%	-3%	10%
20	CCOC(=O)C(C)n1cnc2c(nnn2-c2ccc(C)cc2)c1=O (stereo unspecified)	-12%	0%	-6%	1%	1%	-11%	x	-28%
21	O=C(CSc1nc(-c2ccccc2)cs1)Nc1cccc([N+](=O)[O-])c1	3%	0%	11%	6%	6%	8%	-11%	5%
22	O=C(NC(=Nc1nc2ccccc2o1)NC(=O)c1ccccc1)c1ccccc1	-5%	1%	0%	-2%	6%	-12%	6%	5%
23	Cc1ccccc1NC(=O)Cn1nc(-c2ccccc2)nc(Cc2ccccc2)c1=O	-17%	-2%	2%	x	-1%	-8%	x	x
24	C[C@@H](CCc1ccc(O)cc1)NCCc1ccc(O)c(O)c1	-16%	0%	-9%	-4%	-5%	-20%	x	0%
25	Cc1ccc(C2C3CSCC=C3C(C#N)=C(N)C2(C#N)C#N)cc1 (stereo unspecified)	-29%	5%	3%	8.9µM*	u	20µM*	-2%	3%

Other entries.
item	SMILES	Tau fluor counter	TR SRC2 fluor cs	TRb SRC2 PPI	ALDH1A1 inh	Tau fibril FP	Tau ThT inhib	L3MBTL1 inh	GLA spleen mod
26	C=CCNc1nc(NCCN2CCOCC2)nc(OC)n1	4%	-2%	7%	8%	4%	6%	7%	4%
27	COc1ccccc1C(=O)Nc1cccc(C(=O)OCc2cc(=O)n3cc(C)sc3n2)c1	-8%	-1%	2%	x	u	u	x	x
28	COc1cc2c(c(OC)c1OC)-c1ccc(OC)c(=O)cc1C(NC(C)=O)CC2 (stereo unspecified)	-24%	0%	-7%	-6%	-1%	-19%	x	-26%
29	CC(C)Oc1ccc(CNC(=O)CN2C(=O)CCc3cc(S(=O)(=O)N4CCCCC4)ccc32)cc1	2%	-2%	7%	x	5%	6%	x	x
30	COc1ccc(OC)c(Nc2nc(=O)c3cccnc3s2)c1	-2%	-1%	4%	2µM*	u	u	-24%	1%
31	COc1ccc(-n2nc(C(=O)O)nc2-c2ccccc2)cc1	-5%	-3%	-5%	9%	6%	-1%	x	0%
32	CC1CC(C)CN(C(=O)c2ccc(C#N)cc2)C1 (stereo unspecified)	0%	-2%	10%	u	-3%	1%	-2%	-5%
33	Oc1ccc(-c2csc(NCc3ccco3)n2)cc1	u	-1%	3%	u	u	u	x	7%
34	COc1cccc(-c2nc(SC(C(C)=O)C(=O)N(C)C)c3c(=O)n(C)c(=O)n(C)c3n2)c1 (stereo unspecified)	4%	0%	-9%	x	6%	-5%	x	x
35	Cc1ccccc1NC(=O)C(C)O/N=C/c1cccc([N+](=O)[O-])c1 (stereo unspecified)	-18%	-3%	-1%	-18%	-10%	-10%	x	6%
36	O=C(CCSc1ccccc1)OCn1nnc2ccccc2c1=O	-8%	-2%	-2%	-9%	-3%	-5%	x	-3%
37	Cc1ccc2c(c1Br)/C(=N/N1C(=O)c3ccccc3C1=O)C(=O)N2	-17%	-3%	6%	0.75µM*	0%	u	1%	-16%
38	Cc1ccccc1Nc1c(-c2cccc(Cl)c2)nc2ncccn12	-9%	-2%	-6%	x	-4%	6%	x	x
39	Cc1ccc(-n2nnnc2SCCNS(=O)(=O)c2ccccc2)cc1C	u	-2%	5%	5µM*	1%	-22%	x	3%
40	NCCCCCC(=O)O	-2%&-2%	u	-21%	5%	3%&1%	-3%&0%	8%	-13%
41	O=C(Cn1c(=O)n(Cc2nc(-c3ccccc3)no2)c(=O)c2cc3c(cc21)OCO3)Nc1ccccc1	-27%	-3%	-4%	x	28µM*	16%	x	x
42	COc1ccc(NC(=O)Cn2cnc3ccccc3c2=O)cc1OC	2%	0%	0%	3%	7%	3%	5%	-3%
43	Cn1c(=O)[nH]c(=O)c2c1nc(CN1CCN(c3ccc(F)cc3)CC1)n2CCCc1ccccc1	-5%	-1%	-1%	3%	5%	-4%	-2%	2%
44	CC(=O)c1ccc(NC(=S)NCc2cccnc2)cc1	-23%	-4%	-7%	-3%	-15%	-10%	-1%[2.29 µM]	-4%
45	O=C(OCc1cnc(Cl)s1)c1cccc(Cl)c1	-9%	-4%	-5%	u	-1%	-9%	33%[activator]	7%
46	Cc1cc(C(=O)NCCN2CCOCC2)ccc1[N+](=O)[O-]	-9%	-2%	6%	1%	-3%	-5%	2%	-2%
47	CSc1nnc2c(n1)c(C)nn2-c1cccc(C)c1	-27%	-10%	-4%	u	5%	u	u	1%
48	Cc1cccc(NC(=S)N2CCCCC2c2cccnc2)c1C (stereo unspecified)	-8%	0%	0%	-5%	-14%	-9%	-3%	6%
49	Cc1ccc(-c2nc3cnccn3c2Nc2ccc3c(c2)OCO3)cc1	u	-11%	1%	u	12%	u	-47%	-1%
50	Cc1sc2nc(-c3ccccc3)oc(=O)c2c1C	-5%	2%	5%	u	2%	5%	x	7%

Carrying on:
item	SMILES	Tau fluor counter	TR SRC2 fluor cs	TRb SRC2 PPI	ALDH1A1 inh	Tau fibril FP	Tau ThT inhib	L3MBTL1 inh	GLA spleen mod
51	CC(=O)Nc1ccc(NC(=O)Cn2c(CC(=O)N3CCCC3)nc3ccccc32)cc1	2%	1%	1%	3%	-5%	4%	6%	-4%
52	O=C(N/N=C/c1ccc([N+](=O)[O-])o1)C(O)c1ccccc1 (stereo unspecified)	-7%	3%	-1%	x	0%	x	x	7%
53	O=C1CCCC(=O)C1=Cc1c[nH]c2ccccc12	-20%	-4%	4%	u	-6%	u	x	-3%
54	Cc1ccc(-n2c(=O)cc(N3CCc4ccccc4C3)[nH]c2=O)cc1	5%	1%	-17%	u	12%	-2%	-1%	7%
55	Cc1ccc(CNC(=O)c2ccc3oc(=O)n(Cc4ccccc4)c3c2)cc1	-24%	-1%	-2%	x	-8%	-6%	x	x
56	CCN(CC)c1ccc(/C=N/NC(=S)NCc2ccc(OC)cc2)cc1	u	-10%	6%	u	u	u	-18%	11%
57	CCOC(=O)c1ccc(-c2ccc(/C=C(\C#N)C(=O)Nc3ccc(OCC)cc3)o2)cc1	-9%	6%	-7%	x	8%	1.4µM*	x	x
58	O=C(O)c1cc2ccc3ccccc3c2[nH]1	-2%	-1%	8%	u	12%	-9%	x	5%
59	CC(=O)C1=C(O)C(=O)N(CCC(=O)O)C1c1ccccc1Cl (stereo unspecified)	-9%	4%	1%	-1%	-7%	-10%	x	-6%
60	CN(C)c1cccc(C(=O)Nc2cc(C(F)(F)F)ccc2-n2cnc3ccccc32)c1	-23%	7%	-6%	1%	10%	-7%	-7%	-22%
61	CCCN(CCC)CCCNC(=O)C1CCN(S(=O)(=O)CC)CC1	-5%	-2%	-1%	x	-5%	8%	x	x
62	COc1cccc2cc(-c3nc4sc(C(=O)Nc5ccc(F)cc5F)c(C)c4c(=O)[nH]3)c(=O)oc12	-9%	-1%	-1%	x	-4%	-1%	x	x
63	Cc1ccc(Nc2n[nH]c(C)c2[N+](=O)[O-])cc1C	8%	2%	-16%	u	5%	4%	2%	3%
64	O=C(Nc1cccc(-c2cn3ccccc3n2)c1)c1cccs1	-14%	0%	6%	u	-9%	2%	-7%	-1%

One compound at a time, as listed above. Order of values: Tau fluor counter, TR SRC2 fluor cs, TRb SRC2 PPI, ALDH1A1 inh, Tau fibril FP, Tau ThT inhib, L3MBTL1 inh, GLA spleen mod
O=C1CCCC(=O)C1=Cc1c[nH]c2ccccc12 in the list: -20%, -4%, 4%, u, -6%, u, x, -3%
O=C(O)c1cc2ccc3ccccc3c2[nH]1 in the list: -2%, -1%, 8%, u, 12%, -9%, x, 5%
Cc1ccc(Nc2n[nH]c(C)c2[N+](=O)[O-])cc1C in the list: 8%, 2%, -16%, u, 5%, 4%, 2%, 3%

Assay outcomes from PubChem BioAssay.
